Screens (PubChem BioAssay)
M1 PAM – potentiates human M1 receptor response to acetylcholine | P11229 | CHO-K1 hM1, Fluo-8 calcium fluorescence, ACh EC20; 0% = ACh EC20, 100% = maximal ACh | activation, % at 3 µM | 0.088% of 360,000 active | AID 588819; in the data active = activation above about 19%, passing the limit was not always enough
Target sequence (P11229 whole entry, looked up): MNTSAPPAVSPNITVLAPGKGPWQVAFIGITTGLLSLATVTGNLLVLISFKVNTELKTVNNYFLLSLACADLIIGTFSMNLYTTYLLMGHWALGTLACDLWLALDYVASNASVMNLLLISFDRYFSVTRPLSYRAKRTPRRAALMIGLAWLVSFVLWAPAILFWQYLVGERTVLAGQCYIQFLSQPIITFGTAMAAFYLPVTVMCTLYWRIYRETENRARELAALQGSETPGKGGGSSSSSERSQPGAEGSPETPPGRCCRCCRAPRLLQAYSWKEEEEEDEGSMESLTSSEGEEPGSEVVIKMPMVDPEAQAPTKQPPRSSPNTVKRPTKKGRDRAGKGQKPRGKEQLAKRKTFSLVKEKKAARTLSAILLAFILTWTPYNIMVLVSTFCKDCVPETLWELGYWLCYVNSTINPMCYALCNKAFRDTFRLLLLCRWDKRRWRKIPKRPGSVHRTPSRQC
CHO-K1 Ca ag – M1 agonist counterscreen hit in parental CHO-K1 cells | 0.48% of 360,000 active | Fluo-8 calcium fluorescence; scaled to maximal ATP response, vehicle zero | activation, % at 3 µM; in the data active = activation above about 15%;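 note: untransfected CHO-K1 host cells lacking M1 receptor as counterscreen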
TAAR1 antagonist – antagonists of human TAAR1; Q96RJ0; CHO RD-HGA16 TAAR1, Fluo-8 calcium fluorescence, antagonist; inhibition, % at 3 µM; 1.5% of 360,000 active; AID 624466;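 active = inhibition above a per-plate cutoff, the mean inhibition of test compounds on that plate plus 3 SD, cut at about 49% in these data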;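 note: 0% = DMSO plus EC80 beta-PEA response and 100% = DMSO alone without agonist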
Target sequence (Q96RJ0 whole entry, looked up): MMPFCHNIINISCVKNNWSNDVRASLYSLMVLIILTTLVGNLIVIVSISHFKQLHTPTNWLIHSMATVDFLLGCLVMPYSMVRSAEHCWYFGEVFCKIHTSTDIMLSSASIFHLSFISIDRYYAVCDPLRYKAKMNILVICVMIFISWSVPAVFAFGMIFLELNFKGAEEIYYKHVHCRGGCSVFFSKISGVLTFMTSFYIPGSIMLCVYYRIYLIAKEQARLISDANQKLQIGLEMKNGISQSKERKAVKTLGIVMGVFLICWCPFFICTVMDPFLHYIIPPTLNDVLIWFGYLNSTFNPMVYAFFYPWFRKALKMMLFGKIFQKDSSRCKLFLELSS
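test system = CHO RD-HGA16 cells bearing hTAAR1 | replication = singlicate | controls = DMSO-only wells and EC80 β-PEA-stimulated wells | reagent = EC80 β-phenethylamine stimulus | read-out basis = percent inhibition of PEA-evoked calcium signal, max/basal emission ratio | schedule = seeding 17-24 h prior, 75-min 37 °C, 30-min RT dye loading | signal = kinetic Fluo-8 calcium fluorescence measurement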
M1 PAM parental – M1 PAM counterscreen hit in parental CHO-K1 cells; ATP EC20, Fluo-8 calcium fluorescence; 0% at ATP EC20, 100% at ATP max; activation, % at 3 µM; 0.02% of 360,000 active; AID 602247;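 active = activation above the run cutoff, the mean activation of all test compounds plus 3 SD, cut at about 40% in these data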;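 note: peak over basal fluorescence ratio in a 140 s read after ATP addition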
M1 ag – agonists of human M1 muscarinic receptor | AID 588814 | 0.33% of 360,000 active | P11229 | CHO-K1 hM1, Fluo-8 calcium fluorescence, agonist mode; 0% DMSO, 100% acetylcholine EC100 | activation, % at 3 µM;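 active = activation above the run's mean compound activation plus 3 SD, cut at about 16% in these data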;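 note: peak over basal fluorescence ratio within a 140 s kinetic read after compound addition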
CHO parental Ca – signal in parental CHO cells, OX1R antagonist counter-screen | parental CHO-K1, ATP-induced calcium, Fluo-8 fluorescence | inhibition, % at 5.6 µM | 0.63% of 330,000 active | AID 463079;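 active = inhibition above that plate's mean sample inhibition plus 3 SD, cut at about 26% in these data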;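 note: 0% = ATP-challenged DMSO wells and 100% = DMSO wells without ATP; some compounds past the cut are filed as inactive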
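Assay system – parental CHO cells · Reagent – ATP stimulus · Detection – intracellular calcium via Fluo-8 no-wash fluorescent dye · Evaluation – percent inhibition of ATP-evoked calcium rise, normalized to controls · Controls – ATP wells versus no-ATP DMSO wells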
TAAR1 ag – human TAAR1 agonism. Q96RJ0. CHO RD-HGA16 TAAR1, Fluo-8 calcium fluorescence; vehicle wells 0%, saturating PEA agonist 100%. activation, % at 3 µM. 0.99% of 360,000 active. AID 624467;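 active = activation above the mean activation of all test compounds in the run plus 3 SD, cut at about 38% in these data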
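Assay system: CHO-derived RD-HGA16 cells with stable Gα16 and human TAAR1; timing: 17-24 h seeding, 75 min 37 °C dye, 30 min RT; read-out: % activation from peak over basal fluorescence ratio, DMSO-to-PEA scaled; measured by: kinetic Fluo-8 calcium fluorescence; benchmarks: low control DMSO, high control PEA (EC100); doses: 3 µM single concentration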
CHO-K1 Ca antag – nonselective inhibitor or artifact in parental CHO-K1 cells | ATP-induced calcium, Fluo-8 fluorescence | inhibition, % at 3 µM | 0.6% of 360,000 active;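 active = inhibition above a per-plate cutoff, the plate's mean sample inhibition plus 3 SD, cut at about 24% in these data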;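 note: 0% = DMSO plus EC80 ATP and 100% = DMSO alone without ATP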
CHRM1 antagonist – human CHRM1 antagonism; P11229; CHO-K1 hM1, Fluo-8 calcium fluorescence, ACh EC80 antagonist; inhibition, % at 3 µM; 1.3% of 360,000 active; AID 588852;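 active = percent inhibition above its own plate's cutoff, namely the mean of that plate's compound wells plus 3 SD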;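 note: peak over basal fluorescence ratio during 140 s after agonist addition; 0% = ACh EC80 plus DMSO and 100% = DMSO alone without agonist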
The depositor's hits bear a star; · = not tested or not shown.

SMILES	M1 PAM	CHO-K1 Ca ag	TAAR1 antagonist	M1 PAM parental	M1 ag	CHO parental Ca	TAAR1 ag	CHO-K1 Ca antag	CHRM1 antagonist
O=C1C(=O)N(CCN2CCCCC2)c2ccccc21	12.6	-0.4	7.9	2.9	-2.1	-7.7	1.6	1.5	-4.2
Cc1nc(NC(=O)Nc2ccc(Cl)cc2)sc1C	0.3	1.5	8.2	-7.7	0.4	-5.4	5.5	8.8	4.1
Oc1ccccc1CNc1cccc2cccnc12	1.8	0.2	-11.0	14.1	-5.7	-10.1	0.4	1.6	-5.9
O=S(=O)(Nc1nc2ccccc2nc1-[n+]1ccccc1)c1ccc(Cl)cc1	4.7	0.1	-4.7	19.1	-5.0	10.5	2.0	-4.1	-1.9
O=C(CSCc1cccc(F)c1)NCc1ccccc1	1.6	0.1	-14.7	-6.6	-4.6	-0.9	3.3	0.9	5.2
Cc1ccc(-c2csc3ncnc(Oc4cccc5ccc(C)nc45)c23)cc1	0.1	-0.2	-17.1	-8.9	-5.3	-8.3	0.4	12.2	3.1
O=C(Nc1cc(S(=O)(=O)N2CCCCCC2)ccc1OCC(F)(F)F)c1ccc(=O)[nH]c1	9.9	0.0	4.0	7.8	-4.9	-17.0	9.3	-8.3	-8.2
CN(CC(=O)Nc1ccc(F)c(Cl)c1)S(=O)(=O)c1ccc2c(c1)n(C)c(=O)c(=O)n2C	-0.5	0.4	-3.5	12.9	-1.7	-13.6	1.6	-3.0	2.4
COc1ccc(OC)c(NC(=O)C2CCCN2S(=O)(=O)c2ccc3c(c2)CC(C)N3C(C)=O)c1 (stereo not given)	8.4	0.5	-9.1	20.4	-5.0	·	0.7	-15.9	-15.7
CCOC(=O)N1CCN(S(=O)(=O)c2cc(Cl)c(OC)cc2Cl)CC1	1.7	0.6	-12.6	8.3	-2.4	-9.1	2.5	1.1	-20.4
Cc1ccc(S(=O)(=O)N2CCC(C(=O)N3CCCC3C(=O)N[C@@H](CC(C)C)C(=O)NCC(N)=O)CC2)cc1 (stereo not given in full)	4.7	0.3	-2.0	13.0	-2.8	-6.0	0.6	-6.1	-5.7
COc1ccccc1Cn1c(CO)nc2ccccc21	5.0	1.2	-2.8	17.3	-1.5	-5.5	-3.9	-12.5	-9.9
Cc1c(C(=O)NCc2ccc3c(c2)OCCO3)sc(=O)n1Cc1ccccc1C#N	-0.2	6.2	15.7	28.3	-5.0	·	6.1	-7.1	-1.1
Cc1ccc(S(=O)(=O)NCC(C)NS(=O)(=O)c2ccc(C)cc2)cc1 (stereo not given)	-0.4	2.4	4.1	2.5	-0.8	-17.1	11.7	1.2	5.6
Cc1ccccc1NC(=O)c1ccccc1N(C)S(=O)(=O)c1ccccc1	-1.2	1.1	4.3	10.4	-3.6	-5.2	5.0	-5.2	7.8
CC(=O)c1ccc2noc(-c3ccccc3)c2c1	8.8	0.6	16.8	24.5	-4.5	6.5	4.2	-19.9	-7.2
Cc1ccc(CNC(=O)Cn2c([N+](=O)[O-])cnc2C)cc1	3.7	0.6	-11.4	4.9	-5.8	-11.7	1.9	1.3	-0.8
O=C(O)c1ccc(CSc2nnc(-c3ccccc3Cl)n2-c2ccccc2)cc1	11.8	0.0	5.8	22.5	-4.5	-9.4	6.7	-14.0	-2.4
Cc1cc(CNC(=O)c2cccc3c2C(=O)c2ccc(-c4ccc(F)cc4OCc4ccccc4)cc2S3(=O)=O)c(C(F)(F)F)o1	-5.5	-0.3	11.5	-15.6	-1.1	-1.9	1.4	7.5	5.5
O=C(OCc1c(-c2ccccc2)ncc2ccccc12)c1cccc(Br)c1	5.4	-0.7	9.3	5.6	-6.8	-5.7	4.8	-12.4	16.5
CC(=O)Nc1ccc(S(=O)(=O)NC2(C(F)(F)F)C(=O)Nc3c2c(=O)[nH]c(=O)n3Cc2ccccc2)cc1 (stereo not given)	0.4	-0.1	1.3	-1.4	-4.1	-6.9	8.4	5.4	0.4
CN(CC(=O)NCc1ccccc1)S(=O)(=O)c1cnc[nH]1	2.9	0.1	-30.9	2.3	-3.1	-1.9	4.5	-8.2	-6.2
O=C(Cc1ccc(Br)cc1)OCC(=O)c1ccc2c(c1)OCCO2	2.4	1.9	-8.4	21.1	-3.2	-2.7	1.2	-16.3	-4.8
CN(C)CCCNC(=O)C(=O)NCC1CCCO1 (stereo not given)	7.0	5.1	-30.6	7.6	-5.1	-4.0	2.1	-12.6	-3.1
CCOc1ccc(NC(=O)C2CCCN(c3cnccn3)C2)cc1 (stereo not given)	23.0	2.8	-18.8	-1.3	-0.3	-7.0	0.9	-5.7	-14.4
CC1(C(=O)NS(=O)(=O)c2ccc(Cl)cc2)CCN1C(=O)Cc1cccs1 (stereo not given)	1.1	-0.1	-11.4	2.4	-2.7	·	1.5	-2.8	-1.3
Cc1ccc(C)c(NC(NC(=O)c2ccccn2)C(Cl)(Cl)Cl)c1 (stereo not given)	8.6	0.7	4.5	15.2	-0.8	-13.3	2.5	-14.8	-1.0
CCOC(=O)C1CCN(C(=O)C2CCCN(S(=O)(=O)c3ccc(OC)c(Cl)c3)C2)CC1 (stereo not given)	-4.0	12.0	-6.7	10.7	-0.1	-14.4	7.7	-5.4	2.0
CCOC(=O)CCC(=O)Nc1ccc(S(=O)(=O)N2CCCCC2)cc1	0.1	0.5	-5.8	7.5	-5.4	-2.2	1.6	-15.1	-4.4
CN(C)CCCNCC(=O)Nc1ccccc1N1CCOCC1	8.6	0.1	1.1	19.3	-4.4	-0.8	7.6	-11.8	-16.4
CCC(=O)N1CCc2cc(S(=O)(=O)CCC(=O)NC(C)CC)ccc21 (stereo not given)	11.5	0.8	18.5	14.1	-6.5	-6.8	-0.8	-3.9	-4.7
CN(C)S(=O)(=O)c1cccc(COC(=O)Cc2c(F)cccc2Cl)c1	-5.6	5.4	19.7	2.5	-0.9	45.4*	1.7	0.3	4.4
CCOc1ccc(NC(=S)N(C)C)cc1	-1.2	0.3	-16.6	6.0	2.7	-14.9	-0.9	-13.3	9.1
Cc1ccc(C(=O)NCCc2ccncc2)cc1	4.2	0.4	-12.3	17.8	-6.7	-1.8	1.9	-13.4	-9.4
CN(CC(=O)Nc1ncn[nH]1)S(=O)(=O)c1cc(Cl)ccc1Cl	10.0	9.1	-20.6	14.7	-3.4	-4.9	3.1	-0.2	-12.8
CCCSc1nnc2c(n1)OC(c1cccn1C)N(C(C)=O)c1ccccc1-2 (stereo not given)	-20.4	-0.2	1.6	4.6	-4.0	-6.5	5.6	2.3	10.6
CCN(CC)S(=O)(=O)c1ccc(N2CCOCC2)c(NC(=O)c2ccc(F)cc2)c1	-9.3	4.2	-6.1	12.3	-3.9	-1.6	9.2	4.6	10.7
O=C(c1cccc([N+](=O)[O-])c1)N1CC2C3C=CC(C3)C2C1 (stereo not given)	13.2	0.6	12.5	19.8	-6.3	6.0	0.5	-9.9	-15.3
CCC(=O)c1cccc(-c2ccccc2)c1CC	11.1	-0.3	-10.8	-11.0	-0.3	·	-2.3	-0.1	-11.5
Cc1ccc(NC(=O)CSc2ccc(-c3ccccn3)nn2)cc1	6.6	1.1	-22.5	9.3	-3.4	-11.1	3.0	-5.3	-4.7
CC(=O)c1cnc2nc(SCc3ccc(Cl)cc3)nn2c1C	0.1	4.0	13.8	14.4	-2.7	-24.0	4.7	-5.2	4.6
COc1ccc(C(=O)n2nc(-c3ccccc3)nc2SC)cc1	8.9	1.0	-0.9	14.8	0.7	·	-0.9	-10.7	-25.6
COc1ccc([N+](=O)[O-])cc1NC(=S)NC(NC(=O)C(c1ccccc1)c1ccccc1)C(Cl)(Cl)Cl (stereo not given)	-1.2	2.2	15.3	8.7	-1.8	32.2	9.5	17.2	3.8
COc1ccccc1-c1nnc(SCC(=O)N2CCC(C)CC2)o1	-2.6	0.4	-5.0	7.7	-3.6	-11.7	6.4	-1.6	-5.5
CCN(C(=O)CSc1nnc(Cn2nnc3ccccc32)o1)c1nc(-c2ccccc2)cs1	2.4	1.2	15.2	2.5	-0.3	-7.4	4.0	-13.6	-3.9
O=C(C[n+]1ccccc1)N/N=C/c1ccccc1F	-5.0	4.6	7.8	7.7	-8.1	-5.5	10.9	-2.0	12.8
COc1cc(C2C3=C(CCCC3=O)OC3=C2C(=O)CCC3)ccc1OCC(=O)Nc1ccccc1	7.8	0.1	-22.0	-1.4	0.9	-11.1	0.2	0.7	-0.2
CC1CCN(S(=O)(=O)c2ccc(NC(=O)c3cccs3)cc2)CC1	-0.1	1.2	4.7	1.9	-3.1	4.6	13.9	-2.1	-2.5
O=C(CN(Cc1ccccc1F)C(=O)Cn1nnc(-c2cccs2)n1)NC1CCCCC1	4.0	2.1	-3.2	2.3	1.1	-28.3	7.0	-9.3	-10.6
COc1ccccc1C1CCN(Cc2ccccc2)CC1	-5.9	3.4	-18.8	21.6	-9.2	-19.1	5.6	-10.3	-0.1
O=C(c1ccccc1)n1ccc(-c2cnc(-c3ccccc3)s2)n1	-4.7	0.8	4.9	9.1	-3.9	-4.5	7.0	-18.5	0.5
COc1ccc([C@H]2CC(=O)C=C(c3cc(C=O)ccc3OC)C2)cc1	6.5	-0.2	20.6	-21.8	8.7	-17.2	1.4	13.0	20.5
COc1cccc(-c2ccc3c(N)c(C(=O)NC4CC4)sc3n2)c1	15.6	1.7	-24.4	12.5	-1.3	-28.4	2.7	-2.3	-16.6
CC(C)Cc1ccc(/C=C/C(=O)N2CCOCC2)cc1	9.8	3.8	2.1	9.3	-6.0	8.7	-0.9	-13.8	-17.0
CN(C)c1cc[n+](Cc2c(Cl)cccc2Cl)cc1	-20.9	0.1	5.7	19.0	-4.9	-3.1	13.4	-8.9	79.8*
COc1ccccc1CNc1nc(NCc2ccc(C(C)C)cc2)c2sccc2n1	11.4	1.1	-10.8	-0.9	3.3	·	6.5	4.4	-6.8
